HSF-1 act: HSF-1 activators, primary screen, NIH3T3-HGL cells, MG132 stress, luminescence, single point; NIH3T3-HGL HSF-1 luciferase reporter, 8 h; 100% = twice DMSO control signal; activation, % at 9 µM; 300,000 compounds, 1.7% hits;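 active = mean replicate activation of at least 50% with a set share of replicates each reaching 50%; inconclusive = only one of those two conditions met; inactive = mean below 50% and too few replicates reaching it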;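 also: 0% = median of the neutral control wells and 100% = twice that signal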
HSF1 inh: HSF1 inhibitors in luciferase reporter cells, primary screen, cell-based, NIH3T3, luminescence; NIH3T3-HGL HSE-luciferase, MG132-induced, luminescence 8 h; stronger effect = lower value; 300,000 compounds, 0.77% hits; activity change, negative = inhibition, % at 7.5 µM (by protocol);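 active = more than half of replicate wells show activity change below -50%, luminescence cut by over half; inconclusive = some wells, but at most half, below -50%; inactive = no replicate well below -50%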;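 also: luciferase reports HSF-1 transcriptional activity via heat shock element; 0% = median of DMSO wells and -100% = zero luminescence signal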
HSP90 inh: HSP90 inhibitors, primary screen, cell lysate, luminescence; Rabbit reticulocyte lysate, luciferase refolding luminescence, 3 h; 290,000 compounds, 0.91% hits; inhibition, % at 5.6 µM;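 active = inhibition above the screen-wide mean plus 3 SD, computed separately per campaign, cut at about 16% in these data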;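 also: 0% = DMSO wells and 100% = 60 µM geldanamycin wells; inhibitors lower the luminescence because luciferase stays unfolded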
KLF5 inhibitor: KLF5 expression inhibitors, primary screen, DLD-1 cells, luminescence; inhibition, % at 5 µM; DLD-1 KLF5 promoter-luciferase reporter; 290,000 compounds, 0.23% hits;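 active = inhibition above a per-plate limit of that plate's mean compound inhibition plus 3 SD, cut at about 60% in these data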;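 also: 0% = DMSO wells and 100% = LY294002 at 200 µM; higher means less KLF5 promoter-driven luciferase light; inactives centre near -14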
Platelet DG rel: inhibitors of platelet dense granule secretion, primary screen, cell-based, MLPCN, human platelets | inhibition, %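 (compounds screened at 7.5 µM in platelet-rich plasma)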 | human platelet-rich plasma, SFLLRN dense granule ATP release, luminescence | 300,000 compounds, 0.22% hits;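 active = mean replicate score, as percent of positive control, at or above 50; inconclusive = mean below 50 but at least one replicate at or above 50; inactive = mean and every replicate below 50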
GSK3A inh: blockers of GSK3A enzyme activity – biochemical, luminescence, cell-free homogeneous, HTS, primary screen | Glycogen synthase kinase-3 alpha (Homo sapiens), P49840 | GSK-3 alpha kinase, ADP-Glo luminescence, 60 min | inhibition, % at 10 µM | 320,000 compounds, 0.1% hits | AID 2650, 2010;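 in the data active = inhibition above about 50%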;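 also: GST-tagged GSK-3 alpha with peptide substrate and 25 µM ATP; 0% = DMSO neutral wells and 100% = GW8510 positive control wells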
Target sequence (P49840 whole entry, looked up): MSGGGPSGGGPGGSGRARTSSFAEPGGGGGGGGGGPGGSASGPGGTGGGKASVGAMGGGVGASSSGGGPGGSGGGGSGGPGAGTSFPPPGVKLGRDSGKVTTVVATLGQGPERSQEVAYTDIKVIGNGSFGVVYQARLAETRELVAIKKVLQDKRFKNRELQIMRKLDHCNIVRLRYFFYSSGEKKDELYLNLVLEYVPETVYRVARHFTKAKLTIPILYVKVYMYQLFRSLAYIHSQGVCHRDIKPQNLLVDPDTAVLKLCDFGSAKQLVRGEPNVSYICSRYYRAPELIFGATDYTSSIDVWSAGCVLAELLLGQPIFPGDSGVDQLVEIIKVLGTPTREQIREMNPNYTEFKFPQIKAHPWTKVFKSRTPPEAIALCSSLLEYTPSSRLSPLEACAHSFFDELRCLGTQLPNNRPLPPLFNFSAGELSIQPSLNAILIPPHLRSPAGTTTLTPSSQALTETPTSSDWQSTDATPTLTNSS
IEC-6 tox: cytotoxicity in IEC-6 intestinal epithelial cells, primary screen, cytotoxicity control for KLF5 inhibitor project, cell-based, luminescence; inhibition, % at 5 µM; AID 1825, 2009; 290,000 compounds, 0.78% hits; IEC-6 cytotoxicity, luminescence viability; in the data active = inhibition above about 22%;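 also: 0% = plate median of test compound wells and 100% = cytotoxic reference compound wells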
GSK3B inh: human GSK3beta kinase inhibitors, primary screen, biochemical, cell-free homogeneous, HTS. AID 2097, 2009. activity score (negative = inhibition), % at 10 µM. GST-GSK3beta kinase, ADP-Glo luminescence, 60 min; stronger effect = lower value. 300,000 compounds, 0.038% hits. Glycogen synthase kinase-3 beta (Homo sapiens), P49841;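 active = more than half of replicate wells score below -50%, meaning over 50% inhibition versus plate controls; inconclusive = some replicates but at most half score below -50%; inactive = no replicate scores below -50%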;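 also: 0% = median DMSO wells and -100% = median GW8510 positive control wells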
Target sequence (P49841 whole entry, looked up): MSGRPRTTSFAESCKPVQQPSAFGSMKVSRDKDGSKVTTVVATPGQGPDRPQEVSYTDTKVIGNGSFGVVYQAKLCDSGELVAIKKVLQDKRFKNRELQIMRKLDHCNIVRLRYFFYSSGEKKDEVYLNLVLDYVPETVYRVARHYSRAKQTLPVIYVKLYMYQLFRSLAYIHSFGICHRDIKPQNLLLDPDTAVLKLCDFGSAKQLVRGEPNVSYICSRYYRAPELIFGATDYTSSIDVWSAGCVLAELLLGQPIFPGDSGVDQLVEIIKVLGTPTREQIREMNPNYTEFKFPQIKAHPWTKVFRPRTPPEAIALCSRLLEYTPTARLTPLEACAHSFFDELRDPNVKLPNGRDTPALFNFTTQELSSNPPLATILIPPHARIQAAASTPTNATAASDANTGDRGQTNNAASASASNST
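Assay system: GST-fused GSK3beta enzyme, cell-free / Medium: Tris pH 7.5 buffer with MgCl2, DTT, BSA, heparin / Also added: peptide substrate plus 25 µM ATP (final) / Compound: 10 µM single point / Timing: kinase reaction with compound 60 min at room temperature / Detection: ADP-Glo luminescence / Benchmarks: DMSO neutral wells and GW8510 at 20 µM as positive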
aSyn 5UTR inh: MLPCN primary screen, SNCA 5' untranslated region; alpha-synuclein 5'UTR reporter, inhibitor activity; AID 1813, 2009; inhibition, % (tested at 7.5 µM); 300,000 compounds, 0.82% hits; in the data active = inhibition above about 60%; inconclusive = no clear call, values can overlap the other calls;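 also: H4 neuroglioblastoma cells stably carrying SNCA 5'UTR luciferase fusion; 0% = DMSO wells and 100% = positive control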
Dyrk1A ADPGlo: rat Dyrk1A kinase inhibitors, primary screen, biochemical, single point, plate reader | inhibition, % at 12.5 µM | Dual specificity tyrosine-phosphorylation-regulated kinase 1A (Rattus norvegicus), Q63470 | 310,000 compounds, 0.43% hits | ADP-Glo luminescence, NFATc1 peptide | AID 504441, 2011; in the data active = inhibition above about 50%;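 also: plate controls were vehicle with enzyme for no effect and no enzyme for full effect; many of its hits are not listed in these tables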
Active calls of the source: *; ? = inconclusive; / = no result given. A portion of the library, so the mix of outcomes need not match the whole.

Screens in order: HSF-1 act	Platelet DG rel	Dyrk1A ADPGlo	IEC-6 tox	KLF5 inhibitor	HSP90 inh	GSK3B inh	aSyn 5UTR inh	HSF1 inh	GSK3A inh
CCN1CCN(c2ccc(NC(=O)COc3ccccc3Cl)cc2)CC1
 : 39	0	-2	2	-20	2	2	-23	5	4
CCn1c(C)cc(C)c(C#N)c1=O
 : 1	6	/	-4	-10	-2	3	1	-4	0
CC1CC(C)(C)CC2(C1)NC(=O)N(CC(=O)Nc1nccs1)C2=O (stereo unspecified)
 : -12	1	13	/	/	/	0	8	1	3
Cc1ccccc1CN(CC(=O)Nc1cccc([N+](=O)[O-])c1)S(=O)(=O)c1ccc(Cl)cc1
 : 28	-2	0	-2	21	6	-1	30	21	-1
COc1ccc(N/C=C/c2nc(SC)nnc2C)cc1
 : 4	-3	-4	14	-29	3	2	-15	5	0
COC(=O)C1=CN(c2cccc(C)c2)C=C(C(=O)OC)C1c1cc(OC)c(O)c([N+](=O)[O-])c1
 : 39	-1	0	3	-14	3	2	16	11	-1
O=C1Nc2ccccc2C1Cc1ccccc1 (stereo unspecified)
 : 9	6	-10	-8	-17	0	2	-1	3	-1
Cc1[nH]c2ccccc2c1C(=O)C(=O)NCCc1c[nH]c2ccccc12
 : -4	-2	2	2	-14	-1	1	6	-2	4
Cc1ccc(/C=N/NC(=O)CN2CCN(Cc3ccccc3Cl)CC2)o1
 : 0	4	2	6	19	2	-3	9	-3	0
COc1ccc(OCC(=O)Nc2ccc3c(c2)OCO3)cc1
 : 8	8	-1	0	-28	-2	4	-23	-1	-1
Cc1ccc(Cl)cc1NC(=O)N[C@@H](CC(C)C)C(=O)O
 : 4	6	-7	4	0	1	1	4	3	-5
Cc1ccc(C(=O)Cc2ccccc2)o1
 : 13	-3	0	/	/	/	-2	-6	-1	-4
CC(C)(C)c1cc(NC(=O)c2cccc([N+](=O)[O-])c2)no1
 : 34	-1	-6	1	-49	1	3	-111	21	-1
COc1ccc(/C=N/OCC(=O)NCc2cccs2)c(OC)c1
 : 8	-3	0	-2	-17	-3	1	-9	-3	-4
CCN1N=C(C)C=C(c2ccccc2)n2c1nc1ccccc12
 : 1	13	-5	0	-22	-7	3	0	1	3
CCOC(=O)c1ccc(N=c2sc(C(=O)OC)cc(=O)n2-c2ccc(C(=O)OCC)cc2)cc1
 : 105*	-1	-7	-4	5	3	0	-32	69	-1
CCOc1ccc(S(=O)(=O)N(CC(=O)Nc2cccnc2)c2ccc(F)cc2)cc1
 : 5	-17	2	11	-12	1	3	2	-1	1
CCCCN(C(=O)c1cc(CC)c(C)s1)c1c(N)n(CC(C)C)c(=O)[nH]c1=O
 : 8	43	-5	-4	-25	0	1	-6	7	-1
CCC(=O)Nc1ccc2c(c1)C(=O)c1ccccc1C2=O
 : 32	1	13	1	-152	-2	1	-245	20	-3
Cc1cccc(C)c1-n1c(C)nn(CC#N)c1=O
 : -4	9	-3	-2	-23	3	1	6	-1	4
CCc1[nH]c(=O)[nH]c1C(C)S(=O)(=O)c1ccc(C)cc1 (stereo unspecified)
 : 8	-4	0	1	25	2	5	10	4	-6
Cc1ccc(NC(=O)C2CC(O)CN2C(=O)OCc2ccccc2)c(C)c1 (stereo unspecified)
 : 8	3	6	-4	-10	0	0	-6	0	0
CCOC(=O)c1c(C)c(C(=O)NCC2CCCO2)c(C)n1CC (stereo unspecified)
 : 23	8	-5	2	6	2	4	-17	-2	-4
O=C(NCCc1ccccc1)C1CCCN(S(=O)(=O)c2cccs2)C1 (stereo unspecified)
 : 6	-5	-3	-2	-14	-1	-2	15	-3	-1
COc1ccc(NC(=O)c2c(NC(=O)CNCc3ccco3)sc3c2CCC3)cc1
 : 8	8	9	-4	-14	-1	2	-6	8	-3
Cn1c(=O)n(C)c2cc(NS(=O)(=O)c3ccc(C(C)(C)C)cc3)ccc21
 : /	-5	4	9	-22	-1	-2	-23	/	3
O=C(OCC(=O)N(CCc1ccccc1)Cc1ccccc1)c1ccccc1[N+](=O)[O-]
 : 29	4	3	/	/	/	3	9	11	1
Cc1ccccc1C(=O)N/N=C/c1ccncc1
 : 16	4	-4	4	-9	-3	-5	-10	0	-1
CCCCN(C(=O)CCCSc1nc2ccccc2[nH]1)c1c(N)n(Cc2ccccc2)c(=O)[nH]c1=O
 : 5	13	-3	2	-10	0	1	7	-3	0
O=C(CSc1nc(-c2ccccc2)cc(=O)[nH]1)NCc1ccc2c(c1)OCO2
 : 19	-1	-1	1	-10	-1	-1	9	8	2

Taken from the results shown for reference:
Screens in order: HSF-1 act	Platelet DG rel	Dyrk1A ADPGlo	IEC-6 tox	KLF5 inhibitor	HSP90 inh	GSK3B inh	aSyn 5UTR inh	HSF1 inh	GSK3A inh
Cc1ccc(Cl)cc1NC(=O)N[C@@H](CC(C)C)C(=O)O
 : 4	6	-7	4	0	1	1	4	3	-5
Cc1ccc(C(=O)Cc2ccccc2)o1
 : 13	-3	0	/	/	/	-2	-6	-1	-4
CC(C)(C)c1cc(NC(=O)c2cccc([N+](=O)[O-])c2)no1
 : 34	-1	-6	1	-49	1	3	-111	21	-1
COc1ccc(/C=N/OCC(=O)NCc2cccs2)c(OC)c1
 : 8	-3	0	-2	-17	-3	1	-9	-3	-4
CCN1N=C(C)C=C(c2ccccc2)n2c1nc1ccccc12
 : 1	13	-5	0	-22	-7	3	0	1	3
CCOC(=O)c1ccc(N=c2sc(C(=O)OC)cc(=O)n2-c2ccc(C(=O)OCC)cc2)cc1
 : 105*	-1	-7	-4	5	3	0	-32	69	-1
CCOc1ccc(S(=O)(=O)N(CC(=O)Nc2cccnc2)c2ccc(F)cc2)cc1
 : 5	-17	2	11	-12	1	3	2	-1	1
CCCCN(C(=O)c1cc(CC)c(C)s1)c1c(N)n(CC(C)C)c(=O)[nH]c1=O
 : 8	43	-5	-4	-25	0	1	-6	7	-1
CCC(=O)Nc1ccc2c(c1)C(=O)c1ccccc1C2=O
 : 32	1	13	1	-152	-2	1	-245	20	-3
Cc1cccc(C)c1-n1c(C)nn(CC#N)c1=O
 : -4	9	-3	-2	-23	3	1	6	-1	4
CCc1[nH]c(=O)[nH]c1C(C)S(=O)(=O)c1ccc(C)cc1 (stereo unspecified)
 : 8	-4	0	1	25	2	5	10	4	-6
Cc1ccc(NC(=O)C2CC(O)CN2C(=O)OCc2ccccc2)c(C)c1 (stereo unspecified)
 : 8	3	6	-4	-10	0	0	-6	0	0

(cont.)
Screens in order: HSF-1 act	Platelet DG rel	Dyrk1A ADPGlo	IEC-6 tox	KLF5 inhibitor	HSP90 inh	GSK3B inh	aSyn 5UTR inh	HSF1 inh	GSK3A inh
COC(=O)C(Cc1ccccc1)NS(=O)(=O)c1ccc(F)cc1Br (stereo unspecified)
 : -11	-1	6	/	/	/	0	7	-6	-4
CCCn1c(=NC(C)=O)c(C(=O)OCC)cc2c(=O)n3ccccc3nc21
 : /	/	3	2	8	-1	/	/	/	0
Cc1ccc(C)c(C(=O)CSc2nnc(C)s2)c1
 : ?	1	-2	2	-25	1	0	-42	47	-2
Cc1ccc(OCc2nnc(SCC(=O)NC3CCCCC3)n2C)cc1
 : 15	11	2	/	/	/	3	4	6	/
COc1cccc2c1OCC1COc3c(c(=O)n(C)c(=O)n3C)C21 (stereo unspecified)
 : 5	12	-1	0	-17	-7	0	13	-11	-2
COc1cc(/C=C/c2[nH]c(=O)[nH]c(=O)c2[N+](=O)[O-])ccc1OCCC(C)C
 : 11	2	-5	1	5	0	1	-18	5	8
COc1ccc(-c2ccc(-c3nc4c(c(=O)[nH]c(=O)n4Cc4ccccc4)n3C)o2)c([N+](=O)[O-])c1
 : -1	-23	-6	6	-5	2	1	7	-9	-1
CC12CCC(C(=O)Nc3ccc(Cl)cc3)([C@H](Br)C1=O)C2(C)C (stereo partly specified)
 : 3	3	/	3	-32	4	2	30	4	-2
CS(=O)(=O)N(CC(=O)NCCSCc1ccccc1)c1ccccc1F
 : 18	-4	1	-7	-4	1	1	13	1	-4
COc1cccc(-c2ccc(NC(=O)C3CCCN(Cc4cnc(C)s4)C3)cc2)c1 (stereo unspecified)
 : -2	-24	3	4	-17	-1	0	-6	5	-2
O=C(COC(=O)c1ccc(Cl)nc1)NC(=O)c1ccccc1
 : 5	-16	/	5	-47	-1	3	1	1	2
COc1cc(C(=O)NCC2(c3ccccc3)CCCC2)ccc1OC(C)C
 : 33	15	-2	-6	-39	0	1	34	3	-1
Cc1nn(C(C)(C)C)c(C)c1/C=N/OC(=O)Nc1ccc(Cl)cc1
 : -92	-9	0	-3	98*	86*	-15	94*	-92*	-3
COc1cccc(C(=O)NCC(=O)N/N=C/c2ccc3c(c2)OCO3)c1
 : -3	11	/	3	-34	-6	-11	-21	0	-2
COc1ccc2c(Cl)c(C(=O)OCC(=O)c3ccc4c(c3)NC(=O)CO4)sc2c1Cl
 : /	/	9	4	4	1	/	/	/	/
CCOCCc1nnc(NC(=O)CSc2ccccc2)s1
 : -48	-1	19	1	14	0	0	14	-38	1
Cc1cc(C)n(-c2ccc(C(=O)NCc3cccs3)cc2)n1
 : -7	6	-5	-3	-21	0	1	-11	3	2
CC(CC1C(C#N)=C(N)OC2=C1C(=O)CCC2)c1ccccc1 (stereo unspecified)
 : 13	1	12	1	1	1	4	-26	4	-4
NS(=O)(=O)c1ccc(CNC(=O)CC23CC4CC(CC(C4)C2)C3)cc1
 : 12	-1	13	0	-15	-1	0	6	-4	1
